MrgX1 antagonist: blocks BAM8-22 activation of human MrgX1 receptor. MRGX1-HEK293 calcium flux, Fluo-4, BAM8-22 antagonism; hits give low values. B-score at 10 µM. hit rate 1.3% among 310,000. AID 588676;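 active means calcium-response B-score plate-corrected more than 3 library SD below zero, starting fluorescence within 5 deviations, no agonist response on first addition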;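 further: peak minus trough fluorescence over baseline after final BAM8-22 challenge near maximal dose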
TRPC6 inh: inhibitors of mouse TRPC6 channel; Q61143; HEK293-TRPC6, membrane potential dye, ACh-evoked depolarization; hits give low values; B-score at 10 µM; hit rate 1.1% among 310,000; AID 2553;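 active means B-score under library mean minus 3 SD, initial fluorescence not abnormally high, positive integrated signal ratio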;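 further: B-score derived from integrated fluorescence ratio over the kinetic read; more negative B-score means stronger inhibition of depolarization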
Target sequence (Q61143 whole entry, looked up): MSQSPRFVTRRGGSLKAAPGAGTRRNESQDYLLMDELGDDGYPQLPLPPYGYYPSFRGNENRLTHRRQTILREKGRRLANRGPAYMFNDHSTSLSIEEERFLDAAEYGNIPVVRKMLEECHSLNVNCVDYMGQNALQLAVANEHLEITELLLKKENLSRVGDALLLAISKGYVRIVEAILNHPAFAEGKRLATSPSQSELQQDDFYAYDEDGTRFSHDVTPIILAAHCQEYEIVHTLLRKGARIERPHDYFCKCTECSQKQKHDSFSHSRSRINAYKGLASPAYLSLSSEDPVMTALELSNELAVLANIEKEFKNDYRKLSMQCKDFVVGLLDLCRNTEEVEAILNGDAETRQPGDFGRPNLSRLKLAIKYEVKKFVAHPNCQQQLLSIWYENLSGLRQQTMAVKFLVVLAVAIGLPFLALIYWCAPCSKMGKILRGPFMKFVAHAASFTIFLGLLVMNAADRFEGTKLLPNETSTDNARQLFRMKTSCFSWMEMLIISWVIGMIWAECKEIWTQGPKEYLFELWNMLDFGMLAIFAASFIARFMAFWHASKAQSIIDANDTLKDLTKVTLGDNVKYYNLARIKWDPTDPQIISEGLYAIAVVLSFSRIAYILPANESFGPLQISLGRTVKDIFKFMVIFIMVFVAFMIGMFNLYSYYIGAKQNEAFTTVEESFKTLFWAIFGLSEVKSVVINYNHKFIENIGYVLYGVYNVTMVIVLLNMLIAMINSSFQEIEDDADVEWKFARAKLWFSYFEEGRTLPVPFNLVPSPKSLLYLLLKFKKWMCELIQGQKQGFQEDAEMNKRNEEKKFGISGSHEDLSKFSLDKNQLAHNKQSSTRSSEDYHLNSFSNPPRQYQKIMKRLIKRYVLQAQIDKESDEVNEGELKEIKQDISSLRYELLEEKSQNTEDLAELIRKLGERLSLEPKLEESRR
AI-2 QS modul: modulates the Vibrio harveyi AI-2 quorum sensing system; Vibrio harveyi JMH597 AI-2 luminescence/OD600 ratio, 9 h; hits give low values; strain lacks LuxN and CqsS sensors; 0 = neutral-control median; activity change, % at 7.5 µM; hit rate 0.4% among 300,000; AID 2094; in the data active means activity change below about -75%, passing the limit was not always enough; inconclusive means no clear call, values can overlap the other calls;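 further: luminescence divided by OD600 gain over 9 h not by final OD600 alone; inactives centre near 13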
TRPC4 inh: TRPC4 (mouse) channel inhibition; HEK293 TRPC4beta/mu-opioid, DAMGO-evoked Fluo4 calcium flux; hits give low values; B-score at 10 µM; hit rate 0.39% among 300,000; Q9QUQ5;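 active means B-score over 3 SD under the library average, no early fluorescence shift, positive overall ratio signal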
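Test system – stable TRPC4beta/mu-opioid receptor HEK293 cells · Probe or stimulus – DAMGO, a submaximal dose followed by a maximal one · Dosing – one concentration per compound · Signal – Fluo4 calcium fluorescence by kinetic imaging, 5 s 1 Hz baseline · Evaluation – per-well B score of integrated baseline-normalized Fluo4 ratio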
TRPC4 act: activators of mouse TRPC4 channel; Q9QUQ5; HEK293 TRPC4beta/mu-opioid, Fluo4 calcium fluorescence; hits give high values; AID 2237; hit rate 0.49% among 310,000; B-score at 10 µM;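 active means B-score above 5 SD of library B-scores, and initial fluorescence ratio not above library mean plus 5 SD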;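 further: positive B-score marks a calcium rise read as TRPC4 activation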
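System: HEK293 cells stably co-expressing mouse TRPC4beta and mu-opioid receptor; Schedule: Fluo4 dye loading 45 min at room temperature, 110 s recording; Detection: Fluo4 fluorescence, kinetic; Evaluation: B-scored integrated calcium fluorescence ratio; Controls: buffer (low) and maximal DAMGO (high).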
PolyA inh: yeast polyadenylation inhibition | S. cerevisiae SKY197-pL101 polyadenylation reporter, beta-gal luminescence; efflux-impaired pdr1/pdr3 knockout yeast; score 100 = 6 SD above DMSO | calls only at 12 µM | hit rate 0.02% among 300,000 | AID 1875;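 active means lowest replicate activity score at least 50, where 100 means six control SD above control mean; inconclusive means lowest score under 50 but half or more replicates reach 50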;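 further: yeast exposed to compound for 9 h at 30 °C; higher score means more reporter readthrough which indicates perturbed polyadenylation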
HIF activator: HIF pathway transcriptional activation; U2OS HRE-luciferase reporter, luminescence; normalized: DMSO 0%, desferrioxamine 100%; activation, % at 7.5 µM (by protocol); hit rate 0.32% among 300,000; AID 1910;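 active means mean activation of at least 10% of the iron chelator positive control signal, with at least half of replicates also reaching 10%; inconclusive means mean and replicate majority disagree about reaching 10%; inactive means mean and most replicates under 10%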
MrgX1 agonist: activates human MrgX1 receptor signaling. MrgX1-HEK293 cells, Fluo-4 calcium fluorescence, agonist mode; hits give high values. AID 588627. B-score at 10 µM. hit rate 0.44% among 310,000;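 active means calcium response B-score plate-corrected fluorescence ratio at least 3 library SD, with starting fluorescence B-score inside 5 SD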
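Test system: HEK293 cells stably expressing human MrgX1 receptor; amount: 15,000 cells per well; doses: compound delivered in addition one of three; times: overnight plating before 1 h dye loading; detection: Fluo-4 NW calcium-flux fluorescence, kinetic read; read-out basis: B-scored fluorescence response ratio; controls: positive and negative controls per plate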
MrgX1 PAM: allosterically activates human MrgX1 receptor signaling; Q96LB2; MrgX1-HEK293, Fluo-4 calcium flux, FDSS; hits give high values; B-score at 10 µM; hit rate 0.63% among 310,000; AID 588675;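 active means plate-corrected calcium response at least 3 library SD above typical, normal starting fluorescence, not activating the receptor alone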;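 further: compound read alongside a low EC10 to EC30 dose of BAM8-22 agonist; peak minus trough fluorescence over baseline measured at the second addition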
TRPC4 potent: allosterically enhances the mouse TRPC4 cation channel | B-score at 10 µM | hit rate 0.42% among 310,000 | HEK293 TRPC4beta/mu-opioid, DAMGO EC20, Fluo-4 Ca2+ flux; hits give high values;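 active means B-score of calcium response area above 5 SD of library B-scores, with initial fluorescence ratio within 5 SD of library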;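 further: B-score of integrated fluorescence ratio over time as area under calcium response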
TRPC6 activator: activators of mouse TRPC6 channel | HEK293-TRPC6 membrane potential dye fluorescence; hits give high values | B-score at 10 µM | hit rate 0.13% among 310,000;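 active means B-score of the integrated fluorescence ratio above library mean plus 3 SD, and starting fluorescence ratio within library mean plus 5 SD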;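 further: higher score means more depolarization so channel activation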
The depositor's hits bear a star; i = inactive; u = inconclusive; x = no result given; & = joins results of further samples; ! = repeats disagree. This is a subset. The share of hits here may be higher or lower than overall.

SMILES	MrgX1 antagonist	TRPC6 inh	AI-2 QS modul	TRPC4 inh	TRPC4 act	PolyA inh	HIF activator	MrgX1 agonist	MrgX1 PAM	TRPC4 potent	TRPC6 activator
Cn1nc2c(c1C(=O)N1CCCC(C(=O)c3cc(F)ccc3F)C1)CCCC2 (stereo not given)	i	i	13.0	i	i	i	0.1	i	i	i	i
CCN(CC)C(=S)Nc1ccc([N+](=O)[O-])cc1	i	i	29.8	i	i	i	-0.9	i	i	i	i
Cc1cc(C)c(S(=O)(=O)n2cc(C(C)C(N)C(=O)O)c3ccccc32)c(C)c1 (stereo not given)	i	i	11.3	i	i	i	0.2	i	i	i	i
COc1ccc(-c2nc(CSCC(=O)N3CCN(C4CCCCC4)CC3)c(C)o2)cc1OC	i	i	12.9	i	i	i	-0.1	i	i	i	i
Cc1oc(-c2cccs2)nc1CS(=O)CC(=O)NCc1ccc2c(c1)OCO2 (stereo not given)	i	i	7.6	i	i	i	-0.1	i	i	i	i
Cc1cc(=O)c(C(=O)O)nn1-c1ccccc1[N+](=O)[O-]	i	i	11.8	i	i	i	-0.3	i	i	i	i
O=C(Cc1ccc([N+](=O)[O-])cc1)N1N=C2CCCCC2C1(O)C(F)(F)F (stereo not given)	i	i	19.3	i	i	i	-0.1	i	i	i	i
CC(C)(C)C(=O)NC(=S)NCc1ccccc1	i	i	7.9	i	i	i	1.4	i	i	i	i
O=C(CCC(=O)n1ncc2ccccc21)NCc1ccccc1Cl	i	i	14.4	i	i	i	-0.1	i	i	i	i
Cc1cc(NC(=O)Nc2cccc(C)c2C)no1	i	i	9.7	i	i	i	0.0	i	i	i	i
Cc1ccccc1C(=O)NNC(=S)NC(=O)c1cccnc1	i	i	108.4	i	i	i	-0.3	i	i	i	i
O=S(=O)(c1ccc(F)cc1)N1CCN(CC(O)COc2ccccc2F)CC1 (stereo not given)	i	i	29.1	i	i	i	-0.8	i	i	i	i
COc1ccc(-n2nnnc2-c2cn(C)nc2C(F)(F)F)cc1	i	i	-3.1	i	i	i	-0.6	i	i	i	i
COC(=O)c1c(NC(=O)c2cccc(N3C(=O)CCC3=O)c2)sc2c1CCN(C(C)=O)C2	i	i	-8.0	i	i	i	-0.3	i	i	i	i
C#CCNC(=O)C1=C[C@@H](c2ccc(C#C)cc2)[C@H](CCCO)[C@@H](OCC)O1	-8.35*	i	3.9	i	i	i	0.7	i	i	i	i
CC(=O)c1cccc(NC(=O)CCC(=O)c2ccc(F)cc2)c1	x	i	-6.5	i	i	i	2.0	x	x	i	i
CC(C)/C(=N\NC(=O)Nc1ccccc1)c1ccccc1	i	i	-2.3	x	i	i	0.2	i	i	i	i
COc1ccc(N(CC(=O)NCc2ccccc2OC)S(=O)(=O)c2ccc(C)cc2)cc1Cl	i	i	15.1	i	i	i	0.1	i	i	i	i
CCOc1ccc(C(=O)Nc2cccc(C(=O)O)c2C)cc1Cl	i	i	20.4	i	i	i	-1.1	i	i	i	i
Cc1cccc(NCc2nc(-c3ccccc3)no2)c1	i	i	u	i	i	i	1.2	i	i	i	i
CCOC(=O)C1CCN(Cc2ccccn2)CC1	i	i	2.6	i	i	i	1.1	i	i	i	i
COc1ccccc1N1CCN(C2CCCN(C(=O)c3snnc3C)C2)CC1 (stereo not given)	i	i	24.1	i	i	i	-0.3	i	i	i	i
Cc1ccc(NC(=O)c2ccc(NCCN)c([N+](=O)[O-])c2)cc1Cl	i	i	27.2	i	i	i	2.8	i	i	i	i
c1coc(CN(Cc2ccco2)c2ncnc3c2oc2ccccc23)c1	i	i	9.6	i	i	i	1.1	i	i	i	i
O=C(CSc1ccc2nnc(-c3ccccn3)n2n1)N1CCOCC1	i	i	38.9	i	i	i	-0.2	i	i	i	i
Additional records
SMILES	MrgX1 antagonist	TRPC6 inh	AI-2 QS modul	TRPC4 inh	TRPC4 act	PolyA inh	HIF activator	MrgX1 agonist	MrgX1 PAM	TRPC4 potent	TRPC6 activator
O=C(Nc1ccccc1Cl)c1ccc(S(=O)(=O)NCC2CCCO2)cc1 (stereo not given)	i	i	21.6	i	i	i	0.1	i	i	i	i
CCN(CCCNC(=O)CN1C(=O)COc2ccc(S(=O)(=O)N3CCC(C)CC3)cc21)Cc1ccccc1	i	i	x	i	i	i	-0.1	i	i	i	i
Cc1ccc(N(C(=O)c2ccc(S(=O)(=O)N3CCCC3)cc2)C2C=CS(=O)(=O)C2)cc1 (stereo not given)	i	i	7.9	i	i	i	-0.5	i	i	i	i
CCOc1ccc(S(=O)(=O)NC(C)C(=O)NC2CCCC2)cc1 (stereo not given)	i	i	17.8	i	i	i	-0.2	i	i	i	i
COCCCn1c(=N)c(C(=O)NC2CCCCC2)cc2c(=O)n3ccccc3nc21	i	-6.09*	13.7	i	i	i	-0.1	i	i	i	i
Cc1cc(S(=O)(=O)N2CCOCC2)ccc1OCC(=O)NCCCn1ccnc1	i	i	16.1	i	i	i	-0.7	i	i	i	i
COc1ccc(C(=O)N/C(=C/c2cccs2)C(=O)NC(C)(C)C)cc1OC	i	i	17.1	i	i	x	0.2	i	i	i	i
Cc1nn(S(=O)(=O)c2ccc(F)cc2)c(C)c1S(=O)(=O)N1CCOCC1	i	i	2.6	i	i	i	0.3	i	i	i	i
O=C(O)CC(NC(=O)CCc1ccccc1)c1ccc(Cl)cc1 (stereo not given)	i	i	7.4	i	i	i	0.2	i	i	i	i
Cc1ccccc1OCC(=O)N(Cc1ccc(N(C)C)cc1)C1CCS(=O)(=O)C1 (stereo not given)	i	i	29.6	i	i	x	-0.2	i	i	i	i
O=C(NC(Cc1ccccc1)C(=O)O)C1CCN(S(=O)(=O)c2cccc(C(F)(F)F)c2)CC1 (stereo not given)	i	i	1.1	i	i	i	-3.6	i	i	i	i
O=C(NCc1ccc(-c2nc3ccccc3s2)cc1)c1ccco1	i	i	1.9	i	i	i	-0.5	i	i	i	i
CCOC(=O)N1CCN(C(=O)c2cc3cc(OC)c(OC)cc3[nH]2)CC1	i	i	34.5	i	i	i	2.0	i	i	i	i
Cc1ccccc1OCC(O)Cn1c(=N)n(CCN2CCOCC2)c2ccccc21 (stereo not given)	-8.47*!	i	-2.5&-4.4	i	i	i	0.0&-0.1	i	i	i	i
COc1ccc(-c2c(C)n([O-])c3c([n+]2=O)CCC3)cc1OC	i	i	6.4	i	i	i	-0.7	i	i	i	i
COc1ccc(C(=O)NNC(=O)c2snnc2C)cc1	i	i	27.8	i	i	i	0.1	i	i	i	i
COc1cccc(CNC(=O)c2ccncc2)c1	i	i	48.7	i	i	i	-0.6	i	i	i	i
CCc1nnc(NC(=O)C2CCCN2C(=O)Nc2ccc(Cl)cc2)s1 (stereo not given)	i	i	1.1	i	i	i	0.3	i	i	i	i
Cc1cc(C)c(C(=O)COC(=O)CCNS(=O)(=O)c2c(Cl)cccc2Cl)cc1C	i	i	24.2	i	i	i	-0.1	i	i	i	i
Cc1nc(=O)c(-c2ccccc2)c(C)n1-c1ccc(O)cc1	i	i	13.2	i	i	i	-0.4	i	i	i	i
CC(C)(C)C1CCC(=NNc2nc3ccccc3[nH]2)CC1 (stereo not given)	i	i	27.5	i	i	i	1.3	i	i	i	i
N#C/C(=C/c1ccc(OCc2ccc(C(=O)O)cc2)cc1)C(=O)Nc1ccccc1	i	i	12.9	i	i	i	0.0	i	i	i	i
COc1ccc2oc(C(=O)NC(C)(C)C)c(C)c2c1	i	i	20.1	i	i	i	1.9	i	i	i	i
O=C(NCc1ccc(F)cc1)C1CC(=O)N(C2CCCCC2)C1 (stereo not given)	i	i	15.1	i	i	i	1.2	i	i	i	i
O=C1c2ccccc2-c2nnc(-c3ccc(F)cc3)cc21	i	i	20.9	i	i	i	0.5	i	i	i	i
The list goes on.
SMILES	MrgX1 antagonist	TRPC6 inh	AI-2 QS modul	TRPC4 inh	TRPC4 act	PolyA inh	HIF activator	MrgX1 agonist	MrgX1 PAM	TRPC4 potent	TRPC6 activator
O=C(NCC(=O)N1CCN(c2cccc(Cl)c2)CC1)c1ccc(Br)o1	i	i	3.0	i	i	i	0.8	i	i	i	i
COC(=O)c1ccccc1NC(=O)c1cc2ccccc2o1	i	i	-2.9	i	i	i	1.3	i	i	i	i
O=C(CSc1nnc(Cn2cnc3ccccc32)o1)Nc1cccc2ccccc12	i	i	1.1	i	i	i	-0.2	i	i	i	i
O=C(CN(C1CCCCC1)S(=O)(=O)c1ccccc1)N1CCCC1	i	i	2.8	i	i	i	0.1	i	i	i	i
CCOC(=O)c1ccccc1NC(=O)CN1C(=O)NC(C)(CCc2ccccc2)C1=O (stereo not given)	i	i	54.9	i	i	i	-0.2	i	i	i	i
COC(=O)c1ccccc1NC(=O)CN(Cc1ccccc1)S(C)(=O)=O	i	i	15.6	i	i	i	-32.7	i	i	i	i
COC(CNC(=O)c1cc(C(=O)c2c(-c3c(Cl)cccc3Cl)noc2C)c[nH]1)OC	i	i	6.9	i	i	i	-0.1	i	i	i	i
Cc1ccc(S(=O)(=O)Nc2ccccc2C=Nc2cccc(C)c2C)cc1	i	i	5.7	i	i	i	-0.1	i	i	i	i
CCCOC(=O)/C(C)=N\NC(=O)c1ccco1	i	i	22.1	i	i	i	0.9	i	i	i	i
CCCc1c(C)c2ccc(OCC(C)=O)cc2oc1=O	i	i	19.4	i	i	i	1.9	i	i	i	i
CN(C)S(=O)(=O)c1ccc(Cl)c(NC(=O)COC(=O)[C@@H]2CCCN2C(=O)c2cccs2)c1	i	i	25.4	i	i	i	-0.4	i	i	i	i
COc1cccc(NC(=O)N2CCC(NC(=O)C3CCCCC3)CC2)c1	i	i	26.7	i	i	i	0.7	i	i	i	i
O=C(/C=C/c1cn(-c2ccccc2)nc1-c1cccnc1)NCCN1CCOCC1	i	i	-7.4	i	i	x	x	i	i	i	i
Cc1cc(=O)[nH]c(Nc2ccc(C(=O)OC(C)C)cc2)n1	i	i	25.8	i	i	i	0.2	i	i	i	i
O=C(NNC(=O)c1c(O)c2ccccc2[nH]c1=O)c1ccccc1	i	i	46.7	i	i	i	-0.1	i	i	i	i
COc1ccc(-c2nc(SCC(=O)Nc3nccs3)c(-c3ccc(Cl)cc3)[nH]2)cc1	i	i	12.7	i	i	i	-0.4	i	i	i	i
Cc1cc(C)n2nc(SCc3nnc(-c4ccc(F)cc4)o3)nc2n1	i	i	9.3	i	i	i	-0.3	i	i	i	i
